Nrf2 block: Nrf2 qHTS screen for inhibitors | A549 ARE-Fluc reporter, luciferase luminescence, 18-24 h | hit rate 2.1% among 360,000 | Potency, µM (doses to about 46 µM), without a hit: at the top dose activity change, negative = inhibition, actives largely listed as inhibitors; note: potency is the fitted concentration of half-maximal effect; % is set by controls: 0 for no effect and ±100 for the full control effect; nearly all actives have a fitted effect of over 60% in size
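Nrf2 function is reported as luminescence of an ARE-controlled luciferase in A549 cells. Compounds were tested at several concentrations, and a CellTiter-Fluor read on the same wells flagged cytotoxicity.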
Nrf2 activator: qHTS of Nrf2 Activators; AREc32 ARE-luciferase reporter (MCF7-derived line), luminescence, 24 h; Potency, µM (series often up to 46.1 µM), inactives show at the top dose activation, usual class: activators; hit rate 0.31% among 410,000; note: potency is the fitted concentration of half-maximal effect; % of control where 0% means no effect; nearly all actives have a fitted effect of over 65% in size
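Luminescent ARE reporter assay in AREc32_Fluc cells: overnight plating at 37 deg C, 24 hr compound incubation, Steady-Glo added, 30 min RT before reading.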
MCF10A rerep: A quantitative high throughput screen for small molecules that induce DNA re-replication in MCF 10a normal breast cells. MCF 10A DNA re-replication, Hoechst nuclear intensity, 48 h. Potency, µM (top dose mostly 46.1 µM), for the others: at the top dose activity, positive = re-replication, actives largely listed as activators. hit rate 2.9% among 350,000. AID 624296, 2012; note: potency is the fitted concentration of half-maximal effect; % of control where 0% means no effect; nearly all actives have a fitted effect of over 50% in size
ATXN viability: Viability Counterscreen for Primary qHTS for Inhibitors of ATXN expression; S2 cells (HEK-293 line with an ATXN2-luciferase reporter) viability, CellTiter-Fluor protease fluorescence, 24 h; Potency, µM (doses to about 56.7 µM), most hits filed as cytotoxic; hit rate 0.49% among 400,000; AID 651635, 2014; note: potency is the fitted concentration of half-maximal effect; nearly all actives have a fitted effect of over 40% in size
IL-1B inflam inh: qHTS for Inhibitors of Inflammasome Signaling: IL-1-beta AlphaLISA Primary Screen | activity change, % at 57.5 µM | THP-1 LPS/ATP IL-1B secretion, AlphaLISA, 16 h; active compounds read low | hit rate 4.7% among 360,000; in the data active = activity change below about -50%; inconclusive = mostly about -30% to -49%; note: % is set by controls: 0 for no effect and ±100 for the full control effect
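THP-1 cells pretreated 1 hr with compounds (up to 57.5 uM final), then stimulated with LPS (250 ng/mL final) plus ATP (1.25 mM final); secreted IL-1B measured by AlphaLISA after 16 hr, decreased signal indicating inhibition.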
ATXN2 expr inh: Primary qHTS for Inhibitors of ATXN expression | HEK-293 ATXN2-luciferase reporter, luminescence, 24 h | Potency, µM (doses to about 57 µM), for the others: top-dose activity change, negative = inhibition, actives largely listed as inhibitors | hit rate 0.72% among 360,000; note: potency is the fitted concentration of half-maximal effect; % is set by controls: 0 for no effect and ±100 for the full control effect; nearly all actives have a fitted effect of over 55% in size
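ATXN2-luciferase reporter cells (luciferase flanked by upstream and downstream ATXN2 gene portions) were treated 24 h at 37 °C with compounds at up to 57 uM. SteadyGlo luminescence gave expression; GF-AFC fluorescence gave viability.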
HepG2 tox: qHTS for Inhibitors of TGF-b: Cytotox Counterscreen | HepG2 CAGA-GFP viability, ATP luminescence, 18 h | AID 588856, 2011 | Potency, µM (top dose mostly 46.1 µM), for inactives: top-dose activity change, negative = cytotoxicity, usual class: cytotoxic | hit rate 0.76% among 410,000; note: potency is the fitted concentration of half-maximal effect; some results filed as inactive show a strong effect at the top dose
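HepG2 CAGA-GFP cells (1000/well, DMEM with 1% FBS) received compound, then TGF-beta at 500 pg/mL final, and were incubated 18 hours at 37 degrees C. Viability was read by CellTiter-Glo luminescence. Media-only wells were set as complete cell-killing and DMSO as no toxicity.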
TGFb inhibitor: qHTS for Inhibitors of TGF-b | HepG2 CAGA-GFP TGF-b/SMAD3 reporter, GFP fluorescence, 18 h; TGF-beta stimulated, 500 pg/mL final | Potency, µM (highest dose often 46.1 µM), without a hit: top-dose activity, negative = inhibition, most hits filed as inhibitors | hit rate 1.2% among 410,000; note: potency is the fitted concentration of half-maximal effect; % is set by controls: 0 for no effect and ±100 for the full control effect; nearly all actives have a fitted effect of over 65% in size
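Per well, imaged GFP fluorescence of HEPG2 CAGA-GFP cells gives the signal; cells get compound, then TGF-beta (500 pg/mL final), 18 h at 37 degrees C; %Activity versus -TGF-beta and +DMSO controls.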
A549 viability: Nrf2 qHTS screen for inhibitors: counterscreen for cytotoxicity | A549 ARE-Fluc cells, CellTiter-Fluor viability, 18-24 h | hit rate 0.16% among 390,000 | Potency, µM (titrated, usually from 46 µM), for the others: at the highest dose activity change, negative = cytotoxicity, actives largely listed as inhibitors | AID 504648, 2011; note: potency is the fitted concentration of half-maximal effect; % is set by controls: 0 for no effect and ±100 for the full control effect
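A549 ARE-Fluc cells in 5% FBS OPTI-MEM, 5000 cells/well, rested 2 h then exposed to compounds in concentration-response for 18-24 h at 37 °C. Viability by CellTiter-Fluor fluorescence (Ex 405/Em 525) after 30 min; luciferase luminescence (BugLite, 15 min, RT) read afterwards.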
Active calls of the source: *; i = inactive; ? = inconclusive; / = no result given; & = joins results of further samples; [ ] = dose if it differs, or a comment. Unless noted, calls come from the whole dose curve; as a rule, active = well fitted curve in the direction sought with a large enough effect; inconclusive = small, poorly fitted or top-dose-only effect, or another doubt; inactive = no such curve, though single readings can be large; an effect the other way counts as inactive or inconclusive.

Start of the data: the first three compounds, ahead of the listing:
SMILES | Nrf2 block | Nrf2 activator | MCF10A rerep | ATXN viability | IL-1B inflam inh | ATXN2 expr inh | HepG2 tox | TGFb inhibitor | A549 viability
O=C(CN(CCc1ccccc1)S(=O)(=O)c1ccc(Cl)cc1)N/N=C/c1ccccc1C(=O)O | 3% | 0.3% | 10% | i | -11 | / | 5% | 0% | 8%
CC(C)(O)CCCC(C)(O)c1ccc(C(=O)O)cc1O (stereo not given) | 6% | -0.9% | 11% | i | 1 | 2% | -7% | -2% | 21%
COc1cc2cc(C(=O)NCCc3ccccc3)[nH]c2cc1OC | -1% | -0.4% | -7% | i | 14 | 38% | 29% | 7% | -3%

Main list, repeating the preview:
SMILES | Nrf2 block | Nrf2 activator | MCF10A rerep | ATXN viability | IL-1B inflam inh | ATXN2 expr inh | HepG2 tox | TGFb inhibitor | A549 viability
O=C(CN(CCc1ccccc1)S(=O)(=O)c1ccc(Cl)cc1)N/N=C/c1ccccc1C(=O)O | 3% | 0.3% | 10% | i | -11 | / | 5% | 0% | 8%
CC(C)(O)CCCC(C)(O)c1ccc(C(=O)O)cc1O (stereo not given) | 6% | -0.9% | 11% | i | 1 | 2% | -7% | -2% | 21%
COc1cc2cc(C(=O)NCCc3ccccc3)[nH]c2cc1OC | -1% | -0.4% | -7% | i | 14 | 38% | 29% | 7% | -3%
Cn1nc(C(=O)Nc2ccc3c(c2)OCCO3)c2ccccc2c1=O | 5% | ? | 6% | i | ? | 2% | -3% | 20% | 2%
Brc1ccc2nc(-c3ccccc3)c(Cc3ccsc3)n2c1 | / | 7.5% | / | i | 89 | 52%[activator] | -23% | ? | /
COc1ccc2oc(C(=O)OCC(=O)c3ccc4c(c3)OCCO4)c(C)c2c1 | 9% | 0.2% | 2% | i | -18 | 2% | -7% | -5% | 5%
NS(=O)(=O)c1ccc(NC(=O)Cn2ncc3c2-c2ccccc2OC3)cc1 | -11% | 0.5% | 5% | i | -4 | -16% | -29% | -7% | 6%
O=C(COC(=O)c1cccs1)NC12CC3CC(CC(C3)C1)C2 | 2% | -0.4% | -4% | i | -1 | -3% | 15% | 17% | -1%
COc1cc(CCC(=O)Nc2cc(C)cc(C)c2)cc(OC)c1OC | -6% | -0.3% | 1% | i | 24 | -23% | -4% | -4% | -2%
O=C(CCc1c[nH]c2ccccc12)N1CCN(S(=O)(=O)c2ccc([N+](=O)[O-])cc2)CC1 | / | -0.3% | / | i | 11 | / | -2% | 13% | /
Cn1nc(C(=O)N2CCN(c3cccc(Cl)c3)CC2)c2c1-c1ccccc1S(=O)(=O)C2 | ? | -0.9%&-1.2% | 5% | ? | -22 | -24%&-36% | -3%&-8% | 12%&-25% | 3%&3%
CCCCNC(=S)N/N=C1\C(=O)c2cccc3cccc1c23 | ? | 4.5% | 12% | i | -9 | -9% | 2% | 5% | -11%
COC(=O)c1cc2occc2n1Cc1nc(-c2ccccc2)oc1C | 6% | 0.7% | / | i | / | 0% | -18% | -10% | 1%
Cc1nc(Nc2cccc(Cl)c2)c2oc3ccccc3c2n1 | 0% | ? | ? | / | -72* | -17% | -35% | ? | 9%
CN(C)c1nc(NC(C)(C)C)nc(SCC(=O)Nc2ccccc2)n1 | ? | 3.2% | 1% | / | -104* | -10% | 4% | ? | -8%
Cc1c(NC2(C#N)CCCCC2)c(=O)n(-c2ccccc2)n1C | -11% | -0.5% | 16% | i | 4 | 6% | -5% | 9% | 3%
Clc1ccc(-c2cc(COc3ccccc3)on2)cc1 | ? | 6.9% | 2% | i | 31 | 0% | -12% | -16% | 5%
COCCOC(=O)c1c(NC(=O)CN2CCCc3ccccc32)sc(C(N)=O)c1C | 13% | 3.1% | -10% | i | 21 | 3% | 12% | -1% | -4%
Cc1cccc(NC(=O)C2CCN(C(=O)N3CCOc4ccccc43)CC2)c1C | 18% | 0.9% | 5% | i | ? | 6% | -7% | -11% | -2%
Cc1cccc(N2CCN(C(=S)Nc3ccc4nc5n(c(=O)c4c3)CCCCC5)CC2)c1C | 6% | -0.2% | 23µM* | i | 8 | -30% | -31% | -12% | 5%
O=C1CC(c2ccccc2)n2nc(N3C(=O)CCC3=O)nc2N1 (stereo not given) | -10% | -0.7% | -3% | i | 3 | 0% | -12% | -1% | -2%
CC(C)NC(=O)C(=O)NCC(c1ccc2c(c1)OCO2)N1CCOCC1 (stereo not given) | -4% | 0.4% | 2% | i | -2 | 5% | 8% | 20% | -6%
COc1cccc(NC(=O)CSc2nnc(COc3ccc(Cl)cc3)o2)c1 | -14% | -1.2% | / | i | / | -16% | -12% | 2% | -1%
O=C1CCCC/C1=C/Nc1ccc2c(c1)OCO2 | 10% | -0.8% | 2% | i | -7 | 25% | -9% | -27% | 0%
COc1ccc(OC)c(NC(=O)Cc2coc3ccc(C(C)C)cc23)c1 | ? | 6.6% | / | i | / | -8% | -36% | ? | -4%
CCn1c(SCC(=O)Nc2ccc(Br)cn2)nnc1C1CC1 | -3% | 0.0% | 6% | i | 15 | -18% | 5% | 13% | 1%
CC(C)NC(=O)Nc1cccc2c1O[C@H](CN(C)S(=O)(=O)c1ccc(F)cc1)[C@@H](C)CN([C@H](C)CO)C2=O | -17% | -1.2% | -2% | i | -5 | 0% | -1% | 6% | -2%
NC(=O)CSc1oc(-c2ccco2)nc1S(=O)(=O)c1ccc(Cl)cc1 | -6% | -0.7%&0.3% | 0% | i | -8 | 8%&-4% | -2%&-17% | ? | -1%&2%
O=C(c1c[nH]c(C(=O)C(Cl)(Cl)Cl)c1)c1ccc(F)cc1F | -3% | 22% | 3% | i | 0 | / | 3% | 25% | 4%
CCO/C=C1\N=C(c2ccc(F)cc2)OC1=O | 2% | 2.2% | 1% | i | -12 | -19% | 38% | -2% | 0%
COc1cc(OC)c(NC(=O)C(C)n2nc(-c3ccc(C)c(C)c3)ccc2=O)cc1Cl (stereo not given) | -28% | 0.4% | / | / | / | ? | -18% | ? | -13%
O=C(O)C1CC(O)CN1C(=O)c1ccco1 (stereo not given) | -8% | -0.6% | 0% | i | 8 | -10% | 2% | -10% | -8%
CC(C)CN(CCNC(=O)c1cn(C)c2ccc(S(=O)(=O)N3CCOCC3)cc2c1=O)CC(C)C | 11% | 0.0% | / | i | / | 6% | -30% | -1% | -4%
Cn1c(=O)nc2n(Cc3ccccc3)c3cccc(Cl)c3cc-2c1=O | -3% | ? | 2% | i | 11 | 12% | 4% | -8% | -4%
COc1ccccc1N(CC(=O)NC1CCCC1)C(=O)CCCC(=O)Nc1ccccn1 | ? | 0.2% | 9% | i | 8 | -4% | -21% | -1% | 0%
Cc1ccc(NNC2CC(=O)N(c3cccc(Cl)c3)C2=O)cc1 (stereo not given) | 25% | 22% | ? | i | -27 | -4% | -12% | 9% | 0%
CCOc1ccc(CN2CCN(Cc3[nH]c4ccc(OC)cc4c3C)CC2CCO)cc1 (stereo not given) | 7% | 5.5% | -35%[inhibitor] | i | -66* | -2% | 0% | 10% | -13%
C/C(Cl)=C\Cn1c(N2CCCCCC2)nc2c1c(=O)n(C)c(=O)n2C | -8% | 0.1% | ? | i | 8 | 1% | -13% | 0% | -7%
CCOc1cc(CNc2ccc(N(C)C)cc2)cc(Br)c1OCC(=O)NC(C)(C)C | ? | 5.2% | ? | i | -11 | -5% | -32% | ? | ?
COc1ccccc1NC(=O)c1cc2c([nH]c1=O)CC(C)(C)CC2=O | 10% | 14% | / | i | / | 14% | 5% | 0% | -4%
COc1ccc(CNC(=O)Cc2csc3nc(-c4ccc(C)cc4)cn23)cc1 | / | 11% | / | ? | / | 15% | -21% | -3% | -9%
CN(CC(=O)Nc1sccc1C#N)Cc1ccccc1 | 11% | -0.3% | ? | ? | 17 | 6% | 4% | -2% | -3%
Cc1cccn2c(=O)c3cc(C(=O)NC4CCCCC4)c(=N)n(Cc4ccc(F)cc4)c3nc12 | 11% | -1.2% | ? | i | 92 | -6% | -4% | -2% | -2%
CCOc1cc(-c2c(C)c(CC)nc(N)c2C#N)ccc1O | / | -0.3% | ? | i | 16 | 0% | 9% | 2% | 4%
CCCCn1c(SCC(=O)NCCc2ccc(OC)c(OC)c2)nc2c1c(=O)n(C)c(=O)n2C | ? | 0.5% | 7% | i | 0 | 94%[activator] | -1% | 0% | -15%[1.84 µM]
COC(=O)[C@H]1[C@H]2C[C@@H]3c4[nH]c5cc(OC)ccc5c4CCN3C[C@H]2C[C@@H](OC(=O)c2ccc(N)cc2)[C@@H]1OC | -1% | 4.8% | 0% | i | -25 | / | -34% | ? | -8%
CCOc1ccc(S(=O)(=O)N2CCN(C3CC(=O)N(c4cccc(C(C)=O)c4)C3=O)CC2)cc1 (stereo not given) | 5% | 0.5% | 0% | ? | -15 | 14% | 6% | -11% | -4%
CC1(C)CC(=O)C2=C(C1)Nc1[nH]c(=S)[nH]c(=O)c1C2c1ccccc1 (stereo not given) | 28% | -1.1% | -2% | i | 16 | -8% | -5% | 2% | -6%
COc1ccc(-c2nc(Cn3c(SCc4cccc(C(F)(F)F)c4)nc4cccnc43)c(C)o2)cc1OC | 23µM* | -0.9% | / | / | / | / | -28% | ? | -19%
CCOC(=O)c1nc(NCc2cccnc2)c2ccccc2n1 | 1% | 0.4% | 2% | i | 7 | 0% | -10% | -7% | 18%
C=CCn1c(CCNC(=O)c2cccs2)nnc1SCC(=O)Nc1cccc(C(C)=O)c1 | -5% | 0.6% | -2% | i | -9 | -3% | 8% | -39% | -3%
Cc1cc(O)c(CN2CCN(S(=O)(=O)c3cccs3)CC2)cc1C(C)C | ? | 0.4% | 10% | i | 16 | -22% | -17% | ? | 0%

Source: PubChem (National Center for Advancing Translational Sciences (NCATS))
